ATXN2 expr inh: inhibitors of ATXN2 expression | HEK-293 ATXN2-luciferase reporter, luminescence, 24 h | Potency, µM (titrated, usually from 57 µM), inactives show at the highest dose activity change, negative = inhibition, usual class: inhibitors | 0.72% of 360,000 active; further: potency means the concentration at half of the fitted maximal effect; on the % scale 0 is the no-effect control and ±100 the full control effect; nearly all actives have a fitted effect of over 55% in size
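qHTS (up to 57 uM final) was run with 24 h compound exposure of reporter cells at 37 °C. Each well was multiplexed: SteadyGlo luminescence measured ATXN2-luciferase expression after a fluorogenic Gly-Phe-AFC viability readout (25 uM final).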
HT1080 IDH1KD tx: kills HT-1080 cells with IDH1 knockdown. HT-1080 IDH1 knockdown viability, ATP luminescence, 48 h. Potency, µM (top dose mostly 46.1 µM), without a hit: at the top dose activity, negative = toxicity, most hits filed as cytotoxic. 2% of 360,000 active. AID 686971;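 further: potency means the concentration at half of the fitted maximal effect; 0% = DMSO wells and -100% = cell-free medium wells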
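After a 2 h attachment period, IDH1KD HT-1080 cells took pin-transferred compound for 48 h at 37 °C; ATP-based luminescence after 10 min room-temperature reagent incubation reported viability.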
HT1080-NT tox: kills 2HG-producing HT-1080-NT fibrosarcoma cells. Potency, µM (series often up to 46.1 µM), without a hit: at the top dose activity, negative = less viability, most hits filed as cytotoxic. HT-1080-NT fibrosarcoma viability, CellTiter-Glo ATP luminescence, 48 h. 1.6% of 360,000 active. AID 686970;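 further: NT is the 2HG producing partner of a matched IDH1 knockdown line; potency means the concentration at half of the fitted maximal effect; 0% = DMSO-treated cells and -100% = media-only wells without cells; nearly all actives have a fitted effect of over 55% in size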
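HT-1080-NT fibrosarcoma cells (2HG-overproducing), 750 cells/well in RPMI with 5% FBS, dosed after 2 h and incubated 48 h at 37C. CellTiter-Glo luminescence normalized to DMSO and no-cell wells; concentration-response curves fitted and classed.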
MCF10A rereplic: induces DNA re-replication in MCF 10a normal breast cells | MCF 10A DNA re-replication, Hoechst nuclear intensity, 48 h | Potency, µM (top dose mostly 46.1 µM), without a hit: top-dose activity, positive = re-replication, actives largely listed as activators | 2.9% of 350,000 active; further: potency means the concentration at half of the fitted maximal effect; % of control where 0% means no effect; nearly all actives have a fitted effect of over 50% in size
IL-1B inflam inh: inflammasome signaling inhibition, IL-1 beta readout; THP-1 LPS/ATP IL-1B secretion, AlphaLISA, 16 h; active compounds read low; activity change, % at 57.5 µM; 4.7% of 360,000 active; AID 743279; in the data active means activity change below about -50%; inconclusive means mostly about -30% to -49%; further: on the % scale 0 is the no-effect control and ±100 the full control effect
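Secreted IL-1B measured by AlphaLISA bead assay after 16 h compound exposure of THP-1 cells; compounds (final up to 57.5 uM) added 1 h before LPS (250 ng/mL) and ATP (1.25 mM) stimulation; lower signal means less secretion.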
KB-V1 MDR tox: KB-V1 MDR subline cytotoxicity. AID 1347076. 3.4% of 400,000 active. KB-V1 MDR cells viability, CellTiter-Glo, 72 h. Potency, µM (series often up to 46.1 µM), without a hit: at the top dose activity change, negative = cytotoxicity, usual class: cytotoxic; further: potency means the concentration at half of the fitted maximal effect; on the % scale 0 is the no-effect control and ±100 the full control effect; nearly all actives have a fitted effect of over 60% in size
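Readout: CellTiter-Glo luminescence, 10 min after addition. Cells: KB-V1 MDR subline, 72 h at 37 degrees C with compound. Analysis: corrected, normalized data fitted to concentration-effect curves.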
SW480 rereplic: inducers of DNA re-replication in SW480 colon cancer cells | SW480 DNA re-replication, Hoechst DNA content imaging, 48 h | Potency, µM (top dose mostly 46.1 µM), without a hit: at the top dose re-replication activation, actives largely listed as activators | 1.8% of 340,000 active | AID 624297; further: potency means the concentration at half of the fitted maximal effect; % of control where 0% means no effect; nearly all actives have a fitted effect of over 55% in size
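Quantitative HTS format with DMSO vehicle controls; 48 hr drug incubation at 37 C, then 40 min Hoechst staining and scanning imager measurement at 405 nm excitation.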
WRN inhibitor: blocks human WRN helicase; Q14191; WRN helicase unwinding, fluorescent forked duplex, kinetic; Potency, µM (doses to about 114 µM), for the others: at the top dose activity change, negative = inhibition, hits mostly inhibitors; 0.46% of 360,000 active; AID 651768; further: potency means the concentration at half of the fitted maximal effect; on the % scale 0 is the no-effect control and ±100 the full control effect; nearly all actives have a fitted effect of over 55% in size
Target sequence (Q14191 whole entry, looked up): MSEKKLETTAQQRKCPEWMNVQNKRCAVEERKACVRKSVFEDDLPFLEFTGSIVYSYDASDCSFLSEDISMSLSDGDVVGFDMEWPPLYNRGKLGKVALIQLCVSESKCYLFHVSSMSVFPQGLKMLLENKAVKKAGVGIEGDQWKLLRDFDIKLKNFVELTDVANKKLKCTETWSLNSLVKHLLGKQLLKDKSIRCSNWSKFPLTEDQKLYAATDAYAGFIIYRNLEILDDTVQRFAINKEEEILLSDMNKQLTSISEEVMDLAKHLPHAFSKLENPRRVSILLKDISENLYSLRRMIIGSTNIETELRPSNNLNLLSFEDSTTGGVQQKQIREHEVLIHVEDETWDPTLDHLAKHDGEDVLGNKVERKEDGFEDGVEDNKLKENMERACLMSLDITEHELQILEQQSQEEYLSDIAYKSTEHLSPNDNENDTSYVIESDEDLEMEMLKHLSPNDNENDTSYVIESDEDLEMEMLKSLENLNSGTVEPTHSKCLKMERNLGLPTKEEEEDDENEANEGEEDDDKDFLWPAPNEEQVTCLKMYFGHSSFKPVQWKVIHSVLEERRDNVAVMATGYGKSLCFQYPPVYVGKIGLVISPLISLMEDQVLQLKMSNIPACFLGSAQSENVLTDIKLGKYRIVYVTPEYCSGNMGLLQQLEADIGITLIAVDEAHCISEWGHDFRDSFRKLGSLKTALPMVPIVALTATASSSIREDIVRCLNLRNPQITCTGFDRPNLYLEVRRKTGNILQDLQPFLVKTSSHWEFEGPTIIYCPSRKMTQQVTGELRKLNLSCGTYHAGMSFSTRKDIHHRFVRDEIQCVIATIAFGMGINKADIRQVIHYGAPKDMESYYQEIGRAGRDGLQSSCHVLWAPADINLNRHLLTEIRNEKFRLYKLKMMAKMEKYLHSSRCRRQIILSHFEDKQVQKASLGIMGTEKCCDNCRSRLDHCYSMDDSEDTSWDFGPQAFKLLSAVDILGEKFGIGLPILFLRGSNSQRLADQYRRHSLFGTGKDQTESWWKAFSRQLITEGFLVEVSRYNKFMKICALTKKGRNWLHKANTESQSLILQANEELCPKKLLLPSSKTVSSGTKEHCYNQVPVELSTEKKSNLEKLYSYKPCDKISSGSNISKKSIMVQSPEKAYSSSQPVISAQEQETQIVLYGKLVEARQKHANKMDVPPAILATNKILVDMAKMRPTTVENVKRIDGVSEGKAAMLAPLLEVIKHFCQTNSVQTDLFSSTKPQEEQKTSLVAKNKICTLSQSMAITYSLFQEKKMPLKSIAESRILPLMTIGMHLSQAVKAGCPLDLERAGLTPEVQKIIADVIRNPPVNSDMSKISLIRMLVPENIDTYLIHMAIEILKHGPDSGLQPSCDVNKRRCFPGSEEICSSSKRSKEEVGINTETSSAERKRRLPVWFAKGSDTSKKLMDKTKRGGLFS
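Kinetic red-fluorescence monitoring (525/598 nm) tracks WRN helicase activity after 100 nM fluorophore-quencher forked duplex and 2 mM ATP are added to 20 nM enzyme pretreated 15 min at room temperature with compound.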
KB-3-1 tox: KB-3-1 parental cell cytotoxicity; 1.4% of 400,000 active; Potency, µM (top dose mostly 46.1 µM), for the others: at the top dose activity change, negative = cytotoxic, most hits filed as cytotoxic; KB-3-1 viability, CellTiter-Glo ATP luminescence, 72 h; AID 1347075; further: potency means the concentration at half of the fitted maximal effect; on the % scale 0 is the no-effect control and ±100 the full control effect; nearly all actives have a fitted effect of over 60% in size
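Parental KB-3-1 adenocarcinoma cells in phenol-red-free DMEM with 10% FBS were pin-treated with compounds at several concentrations, incubated 72 h at 37 °C, and viability read by CellTiter-Glo luminescence; concentration-effect curves were fitted after normalization.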
* hit, by the source's call; ? = inconclusive; . = no result given; [ ] = dose if it differs, or a comment. Unless noted, the call rests on the fitted dose curve; in most records, active means well fitted curve in the direction sought with a large enough effect; inconclusive means small, poorly fitted or top-dose-only effect, or another doubt; inactive means no such curve, though single readings can be large; an effect the other way counts as inactive or inconclusive.

SMILES	ATXN2 expr inh	HT1080 IDH1KD tx	HT1080-NT tox	MCF10A rereplic	IL-1B inflam inh	KB-V1 MDR tox	SW480 rereplic	WRN inhibitor	KB-3-1 tox
C=CCN1C(=O)C(CC(=O)Nc2ccc(OC)cc2)N(Cc2ccco2)C1=S (centres undefined)	-1%	-4%	-3%	-3%	15	21µM*	0%	-8%	-3%
CCCCCNC(=O)C(c1ccc(-c2ccccc2)cc1)n1c(=O)c(-c2ccccc2)nc2ccccc21 (centres undefined)	.	19%	20%	.	52	-12%	.	2%	-16%
COC(=O)C1CSC(C(=O)OC)N1C(=O)Nc1ccccc1 (centres undefined)	-4%	12%	2%	2%	-3	-10%	-3%	-8%	11%
O=C(O)CC(CNS(=O)(=O)c1ccccc1)c1ccccc1 (centres undefined)	2%	-2%	6%	14%	-3	-7%	4%	0%	-9%
COC(=O)c1c(N2C(=O)CCC2=O)sc2c1CCCC2	-2%	4%	13%	3%	1	6%	2%	-4%	1%
O=C(c1cnccn1)N(Cc1cccs1)C1(C(=O)NC2CCCC2)CCCCC1	-12%	-9%	6%	-1%	9	-26%	-7%	1%	13%
COc1ccc(CN2C(=O)c3cccnc3C2=O)cc1S(=O)(=O)NC1CCCCC1	.	2%	4%	?	19	16%	-3%	4%	0%
COc1ccc(NC(=O)c2cc(=O)[nH]c3ccccc23)cc1	5%	-19%	-27%	-2%	-2	?	-31%	-10%[57.1 µM]	18%
CC(C)CNC(=O)CSc1ccc(S(=O)(=O)N(C)C2CCCCC2)cn1	-12%	3%	1%	14%	-8	?	-6%	-8%	-16%
COc1ccc(C(=O)NCCC(=O)NCc2cc(=O)n(C)c(=O)n2C)cc1	-8%	2%	2%	1%	33	32%	-2%	9%	2%
Cc1nc2sc(C(c3ccco3)N3CCN(c4ccc(F)cc4)CC3)c(O)n2n1 (centres undefined)	-23%	6%	0%	1%	21	-5%	5%	-2%	3%
O=C1c2ccccc2C(=O)N1c1ccccc1S(=O)C(F)(F)F (centres undefined)	-10%	-1%	2%	15%	-11	0%	-5%	-5%	-4%
Oc1cccc(NC(=S)N=Nc2c(O)[nH]c3ccccc23)c1	2%	?	?	-27%	14	-5%	-2%	?	-2%
CS(=O)(=O)N(CC(=O)Nc1ccccc1C(=O)N1CCOCC1)c1ccc(Cl)cc1	.	4%	0%	-1%	7	-27%	-19%	-1%	0%
COc1ccccc1CNC(=O)CN1CCN(Cc2ccc(Cl)cc2)C1=O	6%	0%	-5%	7%	25	-2%	6%	-1%	3%
CCc1ccc(OCC(=O)Nc2ccc(S(=O)(=O)Nc3ccccn3)cc2)cc1	0%	0%	6%	-3%	19	8%	-6%	-11%	11%
COc1cc(OC)c2cc(C(=O)N/N=C/c3cccc(OC)c3O)[nH]c2c1	3.2µM*	9.2µM*	?	18%	114	?	3.3µM*	-9%	?
CCCN1CCN(C(=S)Nc2sc(CC)cc2C(=O)OC)CC1	.	-5%	-11%	?	?	14%	12%	1%	2%
COc1ccc(CCNC(=O)Cc2cccs2)cc1	3%	11%	17%	1%	19	12%	-2%	-10%	-8%
Cc1cc(C)nc(SCC(=O)Nc2cc(C)on2)n1	13%	2%	0%	0%	19	23%	-1%	-4%	21%
CCCCNC(=S)Nc1ccc([N+](=O)[O-])cc1	-20%	?	?	18µM*	-74*	?	-4%	-24%[57.1 µM]	?
CC(=O)NCCn1c(SCc2ccc(C)cc2C)nc2ccccc2c1=O	-27%	-19%	-10%	20%	-7	?	22%	-1%	?
CN(C)C(=S)c1ccccc1	5%	20%	8%	1%	14	0%	-13%	-19%	-7%
CC(=O)NCCNc1nc(NC(C)C)nc2ccsc12	10%	17%	?	.	89	6%	.	-2%	0%
CCCn1c(=O)c2c(C(F)(F)F)cc(-c3ccco3)nc2n(CCC)c1=O	2%	-4%	3%	?	12	13%	2%	2%	2%
CN(C)S(=O)(=O)c1cccc(C(=O)OCC(=O)N2c3ccccc3NC(=O)C2(C)C)c1	-3%	8%	4%	3%	19	-10%	-2%	9%	2%
CNC(=O)c1csc(-c2ccc(Cl)cc2)n1	46%[activator]	15%	16%	-1%	-19	0%	-126%[inhibitor]	8%	10%
CCOC(=O)N1CCN(C(=O)c2cn(C)c3ccc(S(=O)(=O)N4CCCC4)cc3c2=O)CC1	4%	9%	-2%	1%	-24	24%	-5%	7%	3%
Cc1nn(Cc2ccccc2)c(C)c1NC(=O)CSc1nc2c(c(C(F)(F)F)n1)CCc1ccccc1-2	19%	20%	22%	-8%	5	-1%	-31%[inhibitor]	-9%	9%
CCOc1cc(/C=C2/C(=O)NN(c3cccc(Cl)c3)C2=O)ccc1O	3%	0%	-22%	2%	36	10%	-11%	-16%	11%
O=C(NC1CCCCC1)C1CCC(CNS(=O)(=O)c2cccc3nsnc23)CC1 (centres undefined)	4%	4%	6%	-1%	3	7%	-18%	0%	11%
CN(C(=O)c1ccc(NC(=O)Cc2ccc(NC(=O)C3CCN(C(=O)C4CC4)CC3)cc2)cc1)C1CC1	12%	1%	0%	-11%	-29	?	-1%	-2%	3%
COc1cccc(NC(=O)C(c2ccccc2)N2CCCCC2)c1 (centres undefined)	-24%	1%	-7%	?	0	-22%	-5%	2%	-1%
CC(C)(C)NC(=O)C1CCN(C(=O)c2ccc(-c3ccccc3)cc2)CC1	-15%	-6%	-7%	-2%	-14	-24%	-6%	0%	-8%
CS(=O)(=O)N(CC(=O)NCc1ccccc1)Cc1ccc(Cl)cc1	-11%	-3%	-3%	-14%	-13	-26%	-4%	-6%	-20%
CCCN(CC(=O)Nc1ccccc1OC)C(=O)CSc1ccc(Br)cc1C	-30%	-12%	-12%	?	-54*	-3%	?	-12%	-24%
O=C(CN1CCN(c2ccccn2)CC1)Nc1ccccc1F	-39%	2%	-1%	-2%	-8	3%	-31%[inhibitor]	-5%	2%
O=C(c1ccco1)N1CCN(S(=O)(=O)c2ccc(S(=O)(=O)NC3CC3)cc2)CC1	5%	-7%	?	1%	5	-2%	9%	-6%	15%
COc1cccc(-c2cc(C(=O)N3CCCCCC3)no2)c1	-4%	-4%	13%	-6%	?	18%	-4%	-7%	1%
CC(=O)N1N=C(c2ccccc2)CC1c1ccc2c(c1)OCO2 (centres undefined)	.	3%	1%	-5%	-9	11%	-12%	-2%	-3%
COc1cc(OC)c(CN2CCCCCCC2)cc1Br	-4%	?	5%	1%	-5	-7%	-4%	6%	5%
C=CCOc1ccccc1/C=N/n1nnnc1N	10%	2%	3%	1%	-15	38%	-5%	-10%	4%
CCCCN(C=O)c1c(CC)nc2ccc(C(=O)NCc3ccc4c(c3)OCO4)cn12	-4%	3%	14%	.	-8	-4%	.	0%	0%
CCN1CCN(CC(=O)c2c(C)n(C)c3ccc(OC)cc23)CC1	0%	7%	-3%	?	5	-11%	14%	-8%	2%
CCCCN(C)CCNC(=O)CSCc1ccc(C)cc1	-9%	3%	5%	0%	16	-4%	1%	3%	-4%
CCN(CC)S(=O)(=O)c1ccc(NC(=O)c2ccccc2N(C)S(C)(=O)=O)cc1	0%	4%	11%	0%	10	19%	-2%	5%	10%
CCOC(=O)C1(c2ccccc2)SC(C(=O)OCC)(c2ccccc2)S1 (centres undefined)	.	13%	-1%	.	-66*	0%	.	8%	21%
COC(=O)c1sccc1NC(=O)c1ccc(C)cc1	-6%	-5%	-4%	9%	44	-4%	13%	5%	7%
CC(NC(=O)c1ccccc1F)c1nnc(SCC(=O)NC2CCCC2)n1C (centres undefined)	3%	9%	9%	-2%	3	0%	-24%	10%	-6%
O=C(COC(=O)c1cccc(C(=O)OCC(=O)NCc2ccc(F)cc2)n1)NCc1ccc(F)cc1	12%	14%	5%	5%	41	30%	1%	8%	20%
COC(=O)c1sccc1NC(=O)c1cccc(Cl)c1	6%	?	-2%	5%	26	-4%	-1%	-18%	-7%
Cc1ccc(C)n1NC(=O)c1ccco1	7%	0%	-6%	-2%	-3	?	1%	-10%[57.1 µM]	4%
CCOC(=O)C1=C(C)NC(C)=C(C(=O)OCC)C1C(=O)OCC(=O)NCc1ccccc1OC	-10%	-3%	2%	8%	?	-15%	4%	?	-4%
CC(C)Cc1nc(N2CCN(C(=O)c3ccco3)CC2)c(C#N)c2c1CCC2	-22%	?	-17%	21µM*	-8	?	3%	-14%	?
COc1cccc(NC2=Nc3cccc4cccc2c34)c1	21%	-11%	6%	0%	-4	13µM*	1%	-9%	-3%
CSc1nc(N(C)NC(=O)c2cccc(C)c2)c2ccccc2n1	-14%	0.046µM*	0.13µM*	0.23µM*	66	0.21µM*	?	-5%	0.18µM*
Cc1cc(C)n(-c2ccc(C(=O)Nc3ccc(C)c(S(=O)(=O)N(C)C)c3)cc2)n1	-14%	?	?	-7%	-78*	?	2%	-25%	-18%
COc1cc(N)c(Cl)cc1NC(=O)c1ccccc1	6%	0%	1%	4%	26	-9%	-7%	6%	6%

Screening data: PubChem BioAssay, National Center for Advancing Translational Sciences (NCATS)
